# Bioassay records: PubChem, several laboratories
# ssDAF-12 act – activates DAF-12 receptor from parasite S. stercoralis | HEK293 ssDAF-12/GRIP1 lit1-tk-luc reporter, luminescence; % of 3 µM dafachronic acid response | activation, % at 6.8 µM | actives 1% (n = 370,000);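 active means activation above the mean over all tested compounds plus 3 SD, cut at about 0.9% in these data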;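 further: 0% = DMSO-only wells and 100% = 3 µM delta7-dafachronic acid wells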
# PLCb3 inh – PLC-beta3 (human) inhibition, primary screen; AID 720704; actives 0.18% (n = 370,000); Purified PLC-beta3, fluorogenic substrate, fluorescence; inhibition, % at 12.2 µM; in the data active means inhibition above about 11%;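 further: 0% = median of compound wells on plate and 100% = full blocker control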
# PLCg1 inh – blocks human PLC-gamma1 enzyme activity; inhibition, % at 12.2 µM; purified PLC-gamma1, fluorogenic substrate, fluorescence; P19174; actives 0.84% (n = 370,000); in the data active means inhibition above about 9.5%
# hcDAF-12 act – activates DAF-12 receptor from parasite H. contortus | HEK293 hcDAF-12 lit1-tk-luc reporter, luminescence; 0% DMSO, 100% Δ7-dafachronic acid | activation, % at 6.8 µM | actives 1.4% (n = 370,000) | AID 652067;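 active means activation above the mean of all tested compounds plus 3 SD, cut at about 5.5% in these data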;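 further: 100% = response to 3 µM Δ7-dafachronic acid high control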
# DAX1 inh-1 – blocks DAX1 repression of SF-1 activated StAR promoter; actives 1.1% (n = 370,000); HEK293T StAR-luciferase reporter, SF-1/DAX-1 repression relief; AID 652010; inhibition, % at 6.8 µM;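 active means inhibition above the mean over all tested compounds plus 3 SD, cut at about 3.6% in these data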;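 further: 0% = DAX-1 cells with DMSO and 100% = cells lacking DAX-1 with DMSO; higher inhibition means more luminescence from relief of DAX-1 repression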
# MBD2 inh – blocks human MBD2 binding to methylated DNA; Q9UBB5; TR-FRET, MBD2 binding to methylated oligonucleotide; inhibition, % at 4.4 µM; actives 0.31% (n = 370,000); AID 686964; in the data active means inhibition above about 13%
# Target sequence (Q9UBB5 whole entry, looked up): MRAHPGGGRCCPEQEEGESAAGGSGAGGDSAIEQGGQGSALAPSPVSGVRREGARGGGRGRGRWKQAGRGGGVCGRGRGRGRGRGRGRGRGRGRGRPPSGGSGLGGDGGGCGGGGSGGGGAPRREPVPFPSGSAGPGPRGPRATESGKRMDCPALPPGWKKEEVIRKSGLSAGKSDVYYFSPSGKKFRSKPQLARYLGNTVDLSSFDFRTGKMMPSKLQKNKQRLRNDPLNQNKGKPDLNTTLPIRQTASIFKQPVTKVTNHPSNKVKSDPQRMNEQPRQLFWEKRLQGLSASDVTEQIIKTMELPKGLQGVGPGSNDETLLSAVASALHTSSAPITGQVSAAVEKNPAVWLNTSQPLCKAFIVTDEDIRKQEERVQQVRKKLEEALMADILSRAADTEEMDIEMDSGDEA
# hgDAF-12 ag – activates the H. glycines DAF-12 receptor ligand-binding domain. HEK293 GAL4-hgDAF12 UAS-luciferase reporter, agonist luminescence; normalized to butyrate control. activation, % at 6.8 µM. actives 1.8% (n = 370,000). AID 687014;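 active means activation above a cutoff set at the mean of all screened compounds plus 3 SD, cut at about 10% in these data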;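 further: 0% = DMSO wells and 100% = sodium butyrate wells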
# NR1D1 modulator – modulates human Rev-erb alpha binding to DNA; activity, % at 10 µM; actives 0.79% (n = 370,000); Rev-erbα–FITC-DNA binding, fluorescence polarization, 90 min;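 active means activity above about 14%, limit read from the data; passing the limit was not always enough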;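 further: 0% = DMSO wells with 35 nM protein and 100% = DMSO wells with 750 nM protein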
# SMARCA2 activ – activators of SMARCA2 function. activation, % at 9.1 µM. AID 652017. actives 1% (n = 370,000). MG213 cells, MMTV-luciferase reporter, dexamethasone, overnight; in the data active means activation above about 7.8%;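 further: 0% = vehicle wells and 100% = reference activator wells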
# DAX1 inh-2 – inhibitors of human orphan nuclear receptor DAX1 (NR0B1). actives 0.99% (n = 340,000). HEK293 Gal4-DAX1 luciferase reporter, luminescence. P51843. AID 504766. inhibition, % at 6.75 µM;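 active means inhibition above the mean over all tested compounds plus 3 SD, cut at about 4.2% in these data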;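 further: 0% = DAX1-transfected cells with DMSO and 100% = empty-vector control cells with DMSO; inhibition shows as a rise in luminescence from relieved DAX1 repression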
# Target sequence (P51843 207-470 limits assumed): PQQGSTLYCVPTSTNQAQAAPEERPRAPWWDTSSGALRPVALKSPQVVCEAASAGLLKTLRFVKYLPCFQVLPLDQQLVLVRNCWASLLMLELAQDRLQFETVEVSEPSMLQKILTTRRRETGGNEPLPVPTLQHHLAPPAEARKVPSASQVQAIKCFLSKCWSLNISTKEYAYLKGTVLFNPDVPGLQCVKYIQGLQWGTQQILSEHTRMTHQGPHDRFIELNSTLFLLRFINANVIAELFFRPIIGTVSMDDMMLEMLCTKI
# ADAM17 inh – inhibits human ADAM17. P78536. recombinant ADAM17, EDANS/DABCYL FRET peptide cleavage. inhibition, % at 6.95 µM. actives 0.83% (n = 370,000). AID 720648;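 active means inhibition above the mean of compounds lying between control limits plus 3 SD, set per campaign, cut at about 8.5% in these data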;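 further: 0% = DMSO-only wells as the low control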
# * marks the source's active call; other numbers are inactive results; nt = not tested or not shown; & = joins results of further samples. These rows are one share of the data; the hit share may differ from the screen's.
# Assay codes – A = ssDAF-12 act; B = PLCb3 inh; C = PLCg1 inh; D = hcDAF-12 act; E = DAX1 inh-1; F = MBD2 inh; G = hgDAF-12 ag; H = NR1D1 modulator; I = SMARCA2 activ; J = DAX1 inh-2; K = ADAM17 inh
> O=C(O)[C@H]1C[C@@H]1[C@H](NP(=O)(c1ccccc1)c1ccccc1)c1ccccc1
  A: -0.8; B: 5; C: 2; D: -0.5; E: -0.1; F: -2; G: 0.5; H: 0; I: 1; J: 1.5; K: -1
> Cc1c(NS(=O)(=O)c2ccccc2)ccc([N+](=O)[O-])c1Cl
  A: -1.2; B: 2; C: 0; D: -2.7; E: -2.4; F: -4; G: -3.2; H: 3; I: -6; J: -1.9; K: 5
> CCOc1ccc(-n2c(O)c(N=Nc3ccc([N+](=O)[O-])cc3)c(=O)[nH]c2=O)cc1
  A: -1.0; B: 6; C: 1; D: -1.3; E: -0.2; F: 3; G: -2.6; H: 3; I: 2; J: 0.7; K: -1
> O=c1[nH]c(=S)n(-c2ccc(Cl)cc2)c(O)c1/C=N/N1CCOCC1
  A: -1.7; B: -8; C: 2; D: 0.8; E: 0.7; F: 2; G: -0.3; H: -1; I: -4; J: -0.8; K: 4
> CC1CN(C)C(C)(C)CC1(O)c1ccccc1 (stereo not drawn)
  A: -1.1; B: 1; C: -1; D: -3.0; E: 0.4; F: 2; G: -2.2; H: 1; I: 0; J: -0.3; K: -3
> CN1CCN(Cc2nnc3n2-c2ccc(Cl)cc2C(c2ccccc2)=NC3)CC1
  A: -0.9; B: 0; C: 2; D: -1.7; E: 0.0; F: 1; G: -0.8; H: -2; I: 0; J: -1.5; K: 1
> Cc1cc(=O)oc2cc(OCC(=O)N3CCN(Cc4ccccc4)CC3)ccc12
  A: -1.0; B: -39; C: -38; D: -0.5; E: -1.1; F: -2; G: -3.7; H: 1; I: -1; J: 0.5; K: -87
> CCC(C)n1c(O)c(/C=N/NC(=O)c2ccncc2)c(=O)[nH]c1=S (stereo not drawn)
  A: -1.9; B: -104; C: -110; D: -1.7; E: 0.2; F: 3; G: 1.6; H: -1; I: 1; J: 0.6; K: -10
> COC(=O)C1=C(c2ccc(S(C)(=O)=O)cc2)C[C@@H]2CC[C@H]1N2C(=O)N1CCOCC1
  A: -0.7; B: -1; C: 3; D: -1.1; E: -0.1; F: 2; G: 2.0; H: -7; I: 0; J: 0.7; K: -5
> N#Cc1cc2c(nc1SCC(=O)Nc1cc(Cl)ccc1Cl)C1CCN2CC1
  A: -1.7; B: -326; C: -220; D: -1.7; E: 0.6; F: -1; G: 1.9; H: -2; I: 1; J: 0.0; K: -21
> C[C@]12CC[C@H](O)CC1=CCC1C2CC[C@@]2(C)C1CC[C@@H]2OCc1ccccc1 (stereo partly drawn)
  A: -0.9; B: 2; C: -2; D: 0.2; E: 0.1; F: 3; G: 1.4; H: 6; I: 5; J: 0.6; K: 0
> CN(C)C(=O)O/N=C(\N)COc1ccc(C(C)(C)C)cc1
  A: -0.8; B: -4; C: 5; D: 0.5; E: 1.7; F: -2; G: 0.2; H: 3; I: 4; J: 0.6; K: 0
> CN1C2c3ccccc3C3C4c5ccccc5C(C31)C(C2[N+](=O)[O-])N4C (stereo not drawn)
  A: 0.2; B: -4; C: 1; D: -2.3; E: 0.0; F: -2; G: 1.4; H: 2; I: -3; J: 1.0; K: -4
> COC(=O)C1=C(c2ccc(F)cc2OCc2ccccc2)C[C@@H]2CC[C@H]1N2C(=O)NCc1ccc(N(C)C)cc1
  A: -0.6; B: 2; C: 5; D: -2.1; E: 0.4; F: 1; G: -1.4; H: 0; I: -1; J: 0.3; K: 9.7*
> CN(C)CC1CCCCC1OC(=O)Cc1ccc(Cl)c([N+](=O)[O-])c1 (stereo not drawn)
  A: -0.4; B: 0; C: -1; D: 1.2; E: 0.0; F: -4; G: 1.6; H: 5; I: -1; J: 2.5; K: 0
> O=S(=O)(NC1CCCC1)OCC(Cl)(Cl)Cl
  A: -1.4; B: 1; C: 2; D: -1.0; E: 0.0; F: 2; G: 1.7; H: -7; I: 0; J: -0.3; K: -1
> COc1ccc2c(C)c(CCC(=O)N3C[C@H]4C[C@@H](C3)c3cccc(=O)n3C4)c(=O)oc2c1
  A: -0.9; B: -189; C: -139; D: -1.7; E: 0.5; F: 6; G: 3.8; H: -3; I: -1; J: 5.7*; K: -330
> Cc1ccc(N=Cc2c(O)n(C)c(=O)n(C)c2=O)cc1
  A: -1.6; B: -6; C: 0; D: -1.1; E: -0.1; F: -5; G: 1.9; H: -4; I: 1; J: -0.1; K: -6
> Nc1nnc(P(c2ccccc2)c2ccccc2)s1
  A: -0.3; B: -7; C: 1; D: -1.1; E: 0.5; F: 2; G: 0.5; H: 8; I: -5; J: 0.3; K: -1
> C=CCN1CCC2(C)c3cc(O)ccc3CC1C2C (stereo not drawn)
  A: -1.8; B: 5; C: 1; D: 0.1; E: 0.2; F: -2; G: 1.8; H: -1; I: -1; J: 0.5; K: -2
> CC(=O)N1N=C2C3CCN(CC3)C2C1c1ccc(Br)cc1 (stereo not drawn)
  A: -0.8; B: -4; C: 0; D: 1.7; E: -0.7; F: -3; G: 0.1; H: 11; I: -3; J: -0.6; K: -3
> COC(=O)C(O)(c1ccc(NC(=O)c2cccs2)cc1)C(F)(F)F (stereo not drawn)
  A: -1.2; B: -1; C: -1; D: 1.6; E: 1.1; F: -5; G: 5.0; H: 12; I: 4; J: nt; K: 0
> C[C@]12CCC3C(CC[C@@H]4C[C@H](O)CC[C@]34C)C1CCC2=O (stereo partly drawn)
  A: -1.4; B: 1; C: 9; D: -0.5; E: 3.3; F: -2; G: 1.3; H: 1; I: -3; J: -0.5; K: 2
> CNc1ccc2oc(C[C@H]3O[C@@]4(CC[C@H]3C)O[C@H]([C@H](C)C(=O)c3ccc[nH]3)[C@H](C)C[C@H]4C)nc2c1C(=O)O
  A: -1.2; B: -37; C: -29; D: -2.4; E: -0.7; F: -4; G: 0.3; H: -6; I: -8; J: -2.3; K: -8
> O=C(c1cc(Cl)cc(Cl)c1)N1Cc2ccccc2-n2nncc2C1
  A: -1.3; B: -2; C: -1; D: 0.0; E: 1.6; F: 8; G: 2.3; H: -1; I: -2; J: -0.1; K: -1
> Cc1nnc2ccc(-c3cccc(C(F)(F)F)c3)nn12
  A: -0.7; B: -67; C: -54; D: 1.1; E: -1.0; F: -5; G: -2.4; H: -1; I: -3; J: 1.3; K: -39
> CN(C)CCN(CC1CCCN(Cc2ccccc2F)C1)C(=O)Cc1ccccc1F (stereo not drawn)
  A: -1.6; B: -3; C: 1; D: -2.4; E: 0.1; F: -1; G: 1.8; H: -1; I: 3; J: 2.2; K: 1
> CC(=O)OC1CCC2(C)C(CC(=O)C3C2CCC2(C)C(OC(C)=O)CCC32)C1 (stereo not drawn)
  A: -0.5; B: 7; C: 0; D: -0.7; E: 1.0; F: 4; G: 1.2; H: -1; I: 2; J: -0.5; K: 1
> O=Cc1c(C(=O)O)n(Cc2ccccc2F)c2ccccc12
  A: 0.1; B: -13; C: 1; D: 7.9*; E: 0.1; F: -4; G: 0.4; H: -3; I: 1; J: 1.1; K: 1
> O=c1nc(/C=C/c2ccc(Cl)cc2Cl)cc(C(F)(F)F)[nH]1
  A: -1.4; B: -10; C: -3; D: -0.6; E: -0.3; F: -4; G: 0.6; H: -5; I: 3; J: -1.0; K: -10
> Fc1ccc2nc(-c3ccc(CN4CCC(n5nnc6ccccc65)CC4)cc3)c(-c3ccccc3)nc2c1
  A: -1.5; B: -117; C: -91; D: -1.5; E: -1.4; F: -5; G: -1.5; H: 2; I: -2; J: nt; K: -68
> CNC(=S)N1CC2CC(C1)c1cccc(=O)n1C2 (stereo not drawn)
  A: -0.5; B: -2; C: 1; D: -0.2; E: -0.3; F: 0; G: 0.6; H: 3; I: -2; J: 2.6; K: -4
> O=C(O)CCCc1ccc(N(CCCl)CCCl)cc1
  A: -0.3; B: 0; C: 4; D: 1.3; E: 0.1; F: -1; G: -1.1; H: 0&4; I: -4; J: -0.1; K: 0
> COc1cccc(NC2=NCCS2)c1
  A: -0.6; B: 0; C: 2; D: -1.4; E: 0.1; F: 1; G: 2.2; H: 0; I: -5; J: nt; K: -5
> CCN1CCN(c2ccc(NC(=O)C(C)C)cc2Cl)CC1
  A: -1.0; B: 2; C: 0; D: 2.2; E: 0.1; F: 3; G: 2.8; H: 10; I: 0; J: -0.1; K: -64
> Cc1ccsc1C(=O)C1CCCN(Cc2cc3ccccc3o2)C1 (stereo not drawn)
  A: -1.3; B: -7; C: -2; D: -1.8; E: 0.2; F: -1; G: -2.4; H: 0; I: -1; J: 3.2; K: -5
> Cc1oc2ccc(OC(=O)N(C)C)cc2c1C(=O)OC(C)C
  A: -1.1; B: 0; C: 4; D: -1.1; E: -1.3; F: -5; G: 0.8; H: -4; I: -4; J: -0.2; K: 1
> CCOP(=S)(OCC)c1ccc(N(C)C)cc1
  A: -2.0; B: 0; C: -2; D: -1.2; E: -0.1; F: -1; G: -0.2; H: 3; I: 1; J: 0.7; K: -3
> Cc1ccc(/C=C2/C(=O)NC(=O)N(CCc3ccc(F)cc3)C2=O)s1
  A: -1.6; B: -6; C: -4; D: -1.8; E: 0.4; F: 2; G: 0.2; H: -5; I: 2; J: -0.2; K: -3
> Clc1cc(Cl)cc(CN2Cc3cc(Br)ccc3-n3nncc3C2)c1
  A: -0.8; B: 1; C: 5; D: -0.9; E: -0.3; F: -5; G: -1.2; H: -9; I: -2; J: nt; K: 4

# Filtered by structure: those above containing an NH in an aromatic ring.
# Assay codes – A = ssDAF-12 act; B = PLCb3 inh; C = PLCg1 inh; D = hcDAF-12 act; E = DAX1 inh-1; F = MBD2 inh; G = hgDAF-12 ag; H = NR1D1 modulator; I = SMARCA2 activ; J = DAX1 inh-2; K = ADAM17 inh
> CCOc1ccc(-n2c(O)c(N=Nc3ccc([N+](=O)[O-])cc3)c(=O)[nH]c2=O)cc1
  A: -1.0; B: 6; C: 1; D: -1.3; E: -0.2; F: 3; G: -2.6; H: 3; I: 2; J: 0.7; K: -1
> O=c1[nH]c(=S)n(-c2ccc(Cl)cc2)c(O)c1/C=N/N1CCOCC1
  A: -1.7; B: -8; C: 2; D: 0.8; E: 0.7; F: 2; G: -0.3; H: -1; I: -4; J: -0.8; K: 4
> CCC(C)n1c(O)c(/C=N/NC(=O)c2ccncc2)c(=O)[nH]c1=S (stereo not drawn)
  A: -1.9; B: -104; C: -110; D: -1.7; E: 0.2; F: 3; G: 1.6; H: -1; I: 1; J: 0.6; K: -10
> CNc1ccc2oc(C[C@H]3O[C@@]4(CC[C@H]3C)O[C@H]([C@H](C)C(=O)c3ccc[nH]3)[C@H](C)C[C@H]4C)nc2c1C(=O)O
  A: -1.2; B: -37; C: -29; D: -2.4; E: -0.7; F: -4; G: 0.3; H: -6; I: -8; J: -2.3; K: -8
> O=c1nc(/C=C/c2ccc(Cl)cc2Cl)cc(C(F)(F)F)[nH]1
  A: -1.4; B: -10; C: -3; D: -0.6; E: -0.3; F: -4; G: 0.6; H: -5; I: 3; J: -1.0; K: -10
